Compound activity from PubChem.
ALOX15B inhib: 15-hLO-2 (ALOX15B) enzyme inhibition; O15296; purified 15hLO-2, xylenol orange hydroperoxide absorbance; Potency, µM (titrated, usually from 57.1 µM), for inactives: at the top dose activity change, negative = inhibition, hits mostly inhibitors; 110,000 tested, 0.56% active; AID 881; also: potency is read from the fitted curve at half-maximal effect; nearly all actives have a fitted effect of over 60% in size; many of its hits are not listed in these tables
Target sequence (O15296 whole entry, looked up): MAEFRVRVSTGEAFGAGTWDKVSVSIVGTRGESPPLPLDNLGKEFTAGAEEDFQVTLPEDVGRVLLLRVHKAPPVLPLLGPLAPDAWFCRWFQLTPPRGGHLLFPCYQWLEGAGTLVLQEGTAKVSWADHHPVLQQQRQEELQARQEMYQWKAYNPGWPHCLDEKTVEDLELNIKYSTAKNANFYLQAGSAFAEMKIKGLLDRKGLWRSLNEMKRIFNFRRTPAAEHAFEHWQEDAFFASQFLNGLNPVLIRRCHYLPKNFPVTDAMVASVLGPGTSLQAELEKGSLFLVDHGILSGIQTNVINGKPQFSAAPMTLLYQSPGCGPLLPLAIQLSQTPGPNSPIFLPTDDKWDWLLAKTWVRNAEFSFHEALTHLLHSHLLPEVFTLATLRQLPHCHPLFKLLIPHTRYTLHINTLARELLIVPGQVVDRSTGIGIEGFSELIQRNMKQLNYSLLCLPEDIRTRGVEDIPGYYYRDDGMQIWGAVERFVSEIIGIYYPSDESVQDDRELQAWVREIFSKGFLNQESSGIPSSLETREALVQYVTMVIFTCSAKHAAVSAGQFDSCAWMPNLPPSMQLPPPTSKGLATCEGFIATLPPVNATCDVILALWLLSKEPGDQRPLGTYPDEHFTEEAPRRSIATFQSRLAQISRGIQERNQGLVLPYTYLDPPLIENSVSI
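Purified human 15hLO-2 (50 nM) preincubated 15 min with compound, then 45 uM arachidonic acid for 90 min at RT in 25 mM Hepes pH 7.5, 0.01% Triton X-100. Hydroperoxide detected by Fe-xylenol orange; 573/405 nm absorbance ratio.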
PNC inhibitor: inhibitors of perinucleolar compartment assembly; activity change (PNC), negative = inhibition, % at 10 µM; PC3M PTB-GFP, PNC prevalence imaging, 16 h; stronger effect = lower value; 140,000 tested, 3.1% active;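 active = readout at or below -70, meaning at least 70% loss of cells showing the perinucleolar compartment, a nuclear body marking cancer cells; inconclusive = readout between -30 and a set limit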;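 also: plate controls were DMSO wells for no effect and camptothecin positive control wells for full effect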
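Compounds are pinned in duplicate onto adhered PC3M cells stably expressing GFP-tagged PTB and incubated 16 h at 37 C. Cells are then fixed, nuclei stained with Hoechst, and PNC-positive cells counted.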
IMPase inh: IMPase inhibition in cells | P97697 | CHO-M1 cells, IP1 accumulation, HTRF TR-FRET ratio | inhibition (IP1 accumulation), % at 46.1 µM | 120,000 tested, under 10 active; active = well fitted curve in the direction sought with a large enough effect in the signal ratio, not every such curve was filed as active; inconclusive = small, poorly fitted or top-dose-only effect, or a change in a side signal; inactive = no such curve, though single readings can be large or run the other way; the % refers to the signal ratio;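 also: cells stimulated with carbachol in lithium chloride buffer; plate controls were DMSO basal wells for no effect and reference inhibitor wells for full effect; higher means more IMPase inhibition seen as more IP1 and lower FRET ratio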
Target sequence (P97697 whole entry, looked up): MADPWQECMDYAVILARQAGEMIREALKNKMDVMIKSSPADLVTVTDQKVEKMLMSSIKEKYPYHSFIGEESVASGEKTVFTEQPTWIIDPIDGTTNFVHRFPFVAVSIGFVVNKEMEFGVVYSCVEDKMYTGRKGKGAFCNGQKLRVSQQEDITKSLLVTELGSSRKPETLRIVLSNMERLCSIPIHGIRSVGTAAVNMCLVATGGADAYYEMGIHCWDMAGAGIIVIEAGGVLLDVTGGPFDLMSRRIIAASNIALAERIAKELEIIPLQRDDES
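Cellular IMPase inhibition is scored as a rise in cytosolic IP1, detected by competitive TR-FRET between d2-labelled IP1 and a europium anti-IP1 antibody. M1-expressing CHO cells were stimulated with carbachol for 30 min at 37C, with lithium (50 mM LiCl) present in the buffer.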
ALOX12 inhib: blocks human 12-lipoxygenase activity; P18054; purified 12-hLO, xylenol orange hydroperoxide absorbance; Potency, µM (doses to about 57.1 µM), for inactives: at the highest dose activity change, negative = inhibition, hits mostly inhibitors; 150,000 tested, 0.12% active; also: potency is read from the fitted curve at half-maximal effect; nearly all actives have a fitted effect of over 55% in size; many of its hits are not listed in these tables
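Hydroperoxide output read as Fe(III)-xylenol orange absorbance, 573-to-405 nm ratio, after 30 min reaction with 40 uM arachidonic acid. Enzyme: 150 nM purified human 12hLO, 15 min compound preincubation; 25 mM Hepes pH 7.0, room temperature.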
* = called active by the depositor; ? = inconclusive; / = not tested or not shown; & = joins results of further samples; [ ] = remark or other dose. Unless noted, calls follow the shape of the dose curve; as a rule, active = well fitted curve in the direction sought with a large enough effect; inconclusive = small, poorly fitted or top-dose-only effect, or another doubt; inactive = no such curve, though single readings can be large; an effect the other way counts as inactive or inconclusive. Unless noted, % is scaled to controls: 0 for no effect and ±100 for the full control effect.

ALOX15B inhib	PNC inhibitor	IMPase inh	ALOX12 inhib	canonical_smiles
-13%	36	5	-3%	CC(C)c1ccc(C2NC(C(=O)O)CS2)cc1 (stereo unspecified)
1%	?	0	1%	CCCN(CC1CC1)C(=O)COc1ccccc1C(=O)NCc1ccccc1
-28%	20	0	0%	Cc1cc(C(=O)CN2C(=O)NC(c3ccccc3)(c3ccccc3)C2=O)c(C)n1Cc1ccco1
/	13	/	-4%	CCC(C(=O)OCC(=O)Nc1ccc(C(=O)Nc2ccc(OC)cc2)cc1)c1ccccc1 (stereo unspecified)
/	32	-2	3%	CN(C)CC1CCCCC1OC(=O)c1ccc(Cl)cc1Cl (stereo unspecified)
-15%	7	1	-5%	Cc1ccc(C)c(NC(=O)CCC(=O)N/N=C/c2ccc[nH]2)c1
2%	-10	4	-1%	CCOC(=O)/C(C#N)=C1/C=CN(c2ccccc2)C=N1
0%	-17	3	-1%	CCc1n[nH]c2c1/C(=N\O)CC(C)(C)C2
0%	-25	2	0%	C[C@H](NC(=O)Nc1ccccc1F)C(=O)O
/	44	1	5%	Cc1ccccc1N1CCN(C(=O)c2ccccc2NC(=O)/C=C\C(=O)O)CC1
6%	?	4	11%	Cc1cc(C)cc(NC(=O)C2CCCN(c3nccc(C)n3)C2)c1 (stereo unspecified)
-6%	9	1	-4%	O=C(Nc1ccc(Cl)c(Cl)c1)N1CC=CCC1
6%	48	-4	0%	CC(C)Sc1nc(N2CCCC2)c2c(c1C#N)CC(C)(C)OC2
/	35	/	-1%	CCNC(=S)N(Cc1ccccc1)Cc1nc2ccccc2c(=O)[nH]1
?	/	/	-7%	COC(=O)c1c(OC)cc2c(c1C)Oc1c(Cl)c(O)c(Cl)c(C)c1C(=O)O2
41%[activator]	?	-3	2%	c1ccc(CN2CCN(c3nc(-c4ccccc4)nc4ccccc34)CC2)cc1
/	7	/	-2%	Cc1ccc(C2=CC(C)(c3ccc(C)cc3)Nc3nc(C(F)(F)F)nn32)cc1 (stereo unspecified)
0%	?	3	1%	COc1ccc(NC(=O)CSc2[nH]c(=O)cc(C)c2C#N)cc1OC
26%	-28	2	0%	CCOC(=O)C1=C(CSc2nc(-c3ccncc3)ccc2C#N)OC(N)=C(C#N)C1c1ccc(OC)cc1 (stereo unspecified)
/	7	-8	-1%	Cc1cccc(Oc2ncnc(N)c2[N+](=O)[O-])c1C
-19%	13	-3	9%	CCN(N=Nc1cccc([N+](=O)[O-])c1)c1cccc([N+](=O)[O-])c1
0%	?	?	17%	CCOc1cc2oc(=O)c3c(c2cc1Cl)CCC3
/	28	/	-1%	CCC(=O)NCCc1nc2ccccc2n1Cc1ccccc1
/	246	5	-4%	Cc1cc(NC(=O)C2CCN(S(=O)(=O)Cc3ccccc3)CC2)ccc1-n1cnnn1

An excerpt of these results, with tabs:
Compound	ALOX15B inhib	PNC inhibitor	IMPase inh	ALOX12 inhib
COC(=O)c1c(OC)cc2c(c1C)Oc1c(Cl)c(O)c(Cl)c(C)c1C(=O)O2	?	/	/	-7%
c1ccc(CN2CCN(c3nc(-c4ccccc4)nc4ccccc34)CC2)cc1	41%[activator]	?	-3	2%
CCNC(=S)N(Cc1ccccc1)Cc1nc2ccccc2c(=O)[nH]1	/	35	/	-1%
Cc1cc(NC(=O)C2CCN(S(=O)(=O)Cc3ccccc3)CC2)ccc1-n1cnnn1	/	246	5	-4%
CCC(=O)NCCc1nc2ccccc2n1Cc1ccccc1	/	28	/	-1%
Cc1cccc(Oc2ncnc(N)c2[N+](=O)[O-])c1C	/	7	-8	-1%
CC(C)Sc1nc(N2CCCC2)c2c(c1C#N)CC(C)(C)OC2	6%	48	-4	0%

Going on with the list.
ALOX15B inhib	PNC inhibitor	IMPase inh	ALOX12 inhib	canonical_smiles
0%	16	11	-7%	COc1cc(OC)c(NC(=O)c2c(-c3ccccc3)noc2C)cc1Cl
7%	/	/	5%	CN(C)c1ncnc2ccc(-c3ccccc3C#N)cc12
-6%	-17	-14	4%	O=S(=O)(NCCc1csc(-c2cccnc2)n1)c1ccc2c(c1)OCCO2
/	-100*	-1	1%	CC1=CS(=O)(=O)CC1Sc1ncn[nH]1 (stereo unspecified)
12%	-2	?	-7%	CN(C)c1nc(NCc2ccccc2)nc(SCC(=O)Nc2ccc(Cl)c(Cl)c2)n1
-6%	/	/	2%	C=C(N(C)C)[C@]1(C)C[C@H]1[C@H](NC(=O)CNC(=O)OCc1ccccc1)c1ccccc1
-12%	-84*	11	-14%	Cc1ccc(C)c(OCCCC(=O)Nc2ccc(N3CCOCC3)cc2)c1
5%	-98*	-6	-6%	COc1ccccc1-c1nc(-c2ccc(C)nc2OC)no1
-1%	-12	7	-14%	Cc1ccc(N(CC(=O)NCc2ccc3c(c2)OCO3)S(=O)(=O)c2c(C)noc2C)cc1
6%	14	4	-8%	O=C(Oc1cccnc1)c1ccco1
1%	0	-9	-16%	N#CC1=C(N)OC2=C(C(=O)CCC2)C1CCc1ccccc1 (stereo unspecified)
-3%	?	-9	-5%	CCCc1cc(=O)oc2cc(C)cc(OC(=O)c3ccco3)c12
/	?	8	-4%	O=C(CSc1nc2ccccc2c(=O)n1CCC(=O)N1CCCCC1)NCc1ccccc1
3%	/	-7[20.6 µM]	-5%	CCc1cc(C(N)=S)ccn1
8%	16	-2	1%	O=c1[nH]c(CSc2nnc(NCCCN3CCOCC3)s2)nc2cc(Cl)ccc12
-6%[11.4 µM]	?	-13[1.84 µM]	2%	CC(C)(C)CC(=O)Nc1nnc(-c2cccs2)s1
-4%	19	5	1%	CCOC(=O)C1CCN(C(=O)c2n[nH]c(=O)c3ccccc23)CC1
0%[0.0915 µM]	11	/	-2%[0.00818 µM]	COc1ccc(COCCN2CCN(S(=O)(=O)c3ccc(C)cc3)CCC2=O)cc1
-1%	4	4	4%	N#CCCSCc1ccc(OCC(=O)O)cc1
/	-14	10	-5%	Cc1ccc(C(c2nnnn2C2CCCC2)N2c3ccccc3CC2C)cc1 (stereo unspecified)
-12%	18	-11	-1%	c1ccc(Nc2nn[nH]n2)cc1
/	9	/	-2%	O=C(COC(=O)C12CC3CC(CC(C3)C1)C2)Nc1ccccc1F
/	26	/	3%	CCCOc1ccc(/C=C2\SC(=S)N(CC3CCCO3)C2=O)cc1 (stereo unspecified)
13%	-20	18	-4%	CC(=O)Nc1ccc(-c2cc3ccccc3o2)cc1
0%	-105*	-1	-2%	O=C(N1CCOCC1)C1(c2ccccc2)CCCCC1
-1%	9	-12	-12%	CCNC(=S)N(Cc1ccc2c(c1)OCO2)C1CC(=O)N(c2ccc(OC)cc2)C1=O (stereo unspecified)
/	?	/	-29%	CC(C)N=c1scc(-c2cccs2)n1/N=C/c1ccc(O)c(O)c1O
/	-119*	0	-2%	COc1ccc(CCNC(=O)Cn2cnc3c(nnn3Cc3ccccc3F)c2=O)cc1OC
/	?	/	-6%	O=C(Cc1ccccc1F)Nc1cccc2cccnc12
9%	15	-2	5%	COc1ccc(C(C)C)cc1S(=O)(=O)n1cnc(C)c1
1%	21	4	0%	Cc1nn(-c2ccccc2)c(N)c1C(O)(CSc1nccn1C)C(F)(F)F (stereo unspecified)
/	-16	-6	0%	Cc1nc(C)c(CCNC(=O)c2ccccc2)s1
/	63	/	-1%	Cc1c(Cl)cccc1N/C(SCC(=O)N1CCCCCC1)=C(/C#N)c1nc2ccccc2s1
/	35	/	1%	O=C(CCCCCNC(=O)c1ccccc1)N/N=C/c1ccccc1O
2%	7	-2	-3%	CCn1cc(Br)c(C(=O)NCc2ccco2)n1
/	-8	/	2%	CCN(CC)S(=O)(=O)c1ccc(NC(=O)c2cc(-c3cccs3)nc3ccccc23)cc1
/	-19	-1	-7%	CCOc1ccc(N2CC(C(=O)Nc3ccc(N4CCOCC4)cc3)CC2=O)cc1 (stereo unspecified)
2%	?	-13	-4%	CCOC(=O)c1nc(-c2ccccc2)oc1N(C)C
/	-25	17	0%	CCN(CC)CCC#CC(O)(c1ccccc1)c1ccccc1
2%	16	7	-4%	Cc1ccc(S(=O)(=O)N2CCN(C(=O)COc3ccc(NC(=O)c4ccco4)cc3)CC2)cc1
/	50	/	-2%	CC(C)Cc1nn2c(=O)cc(O)nc2s1
11%	9	3	-3%	CCOC(=O)C1CCCCN1C(=O)CCc1c(C)nc2cc(-c3ccccc3)nn2c1C (stereo unspecified)
/	67	11	-1%	O=C(N/N=C/C=C/c1ccccc1)c1ccncc1
4%	?	1	2%	Cc1cc(C)nc(SCc2cccc(C(=O)O)c2)n1
7%	-30	10	2%	Cc1cc(OCCOCCN2CCCC2)ccc1C(C)C
2%	-19	13	11%	Cn1c(SCC(=O)NCCN2C(=O)CSC2=O)nc2ccccc2c1=O
?	-4	-21	-5%	Cc1ccc(CN(Cc2cc3cc4c(cc3[nH]c2=O)OCCO4)Cc2nnnn2Cc2ccco2)cc1
2%	23	-2	-8%	O=C(C(Cc1ccccc1)N1C(=O)C2C3C=CC(C3)C2C1=O)N1CCCCC1 (stereo unspecified)
/	?	/	-4%	O=C1CCC/C(=N/NC(=O)C2CCN(S(=O)(=O)c3cccs3)CC2)C1
-2%	-21	5	-2%	Cc1cccc(NC(=O)NC(C)C(c2cccs2)N2CCOCC2)c1 (stereo unspecified)
48%[activator]	/	/	-1%	c1ncc(-c2ccc3c(c2)OCO3)c(NCCc2cnc[nH]2)n1
/	?	/	3%	CCOC(=O)C1=C(C)NC(C)=C(C(=O)OCCNC(=O)c2cccnc2)C1c1cccc([N+](=O)[O-])c1 (stereo unspecified)
/	-6	/	-6%	Cc1ccc(S(=O)(=O)CCC(=O)OCc2ccc(Cl)cc2)cc1
/	-15	/	2%	CC(=O)c1ccc(NC(=O)c2ccn(C(=O)OCC(C)C)n2)cc1
/	30	/	-3%	O=C(COC(=O)c1cccc2ccccc12)Nc1cccnc1Cl
-9%	41	15	-7%	Cc1cc(C)nc(/N=C2/NC(=O)CS2)n1
35%[activator]	-6	11	-9%	Cc1cc(C(=O)Nc2nc3c(s2)CCCC3)cs1
/	?	4	2%	C/C(=N\O)C(=O)NCCCn1ccnc1
-3%	2	7	-3%	CC(C)CCn1c(CN2CCN(Cc3ccccc3)CC2)nc2c1c(=O)[nH]c(=O)n2C
5%	?	3	2%	CNC(=O)c1csc(-c2ccncc2)n1

Next records:
ALOX15B inhib	PNC inhibitor	IMPase inh	ALOX12 inhib	canonical_smiles
4%	15	-5	-5%	COC(=O)CN(C(=S)Nc1ccc(F)cc1)C1CC(=O)N(c2ccc(OC)cc2)C1=O (stereo unspecified)
/	?	/	5%	COc1ccc(C(=O)Nc2c(C)ccc3nsnc23)cc1[N+](=O)[O-]
/	-13	/	-2%	COc1cccc(NC(=O)CN(Cc2ccccc2)S(C)(=O)=O)c1
-3%	-119*	/	-2%&0%	CC1(C(=O)NCc2ccccn2)C=CCN1C(=O)c1ccccc1 (stereo unspecified)
-6%	?	-5	-3%	CCC1(N(C(C)=O)c2ccc(OC)cc2)C(=O)c2ccccc2C1=O
-25%	8	-7	-5%	CCOC(=O)c1sc(NC(=O)/C=C/c2cnn(C)c2C)c(C(=O)OCC)c1C
38%[activator]	/	14	-1%	CNc1cc(OC)c(C(=O)N[C@@H]2CCN(Cc3ccccc3)[C@H]2C)cc1Cl
5%	45	9	6%	O=C(Cn1c(=O)c2c(ncn2Cc2ccccc2)n(Cc2ccccc2)c1=O)N1CCc2ccccc21
7%[11.4 µM]	0	19[1.84 µM]	-4%	CCOc1ccc(CNC(=O)C2CCCN(S(C)(=O)=O)C2)cc1OC (stereo unspecified)
1%	-11	-3	4%	Cc1[nH]c2ccccc2c1SCC(=O)N1CCN(c2ccccc2)CC1
-8%	31	-7	-2%	O=C(O)C1CCCN1S(=O)(=O)c1ccc2c(c1)CCC2 (stereo unspecified)
-7%	-15	4	-14%	Cc1cc(C)c2c(-n3cccc3)c(C(=O)NNS(=O)(=O)c3ccccc3)sc2n1
